A549 viability: A549 cytotoxicity, counter-screen for Nrf2 inhibitors; A549 ARE-Fluc cells, CellTiter-Fluor viability, 18-24 h; actives 0.16% (n = 390,000); Potency, µM (series often up to 46 µM), without a hit: top-dose activity change, negative = cytotoxicity, actives largely listed as inhibitors; AID 504648; note: potency is the fitted concentration of half-maximal effect; % is set by controls: 0 for no effect and ±100 for the full control effect
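A549 ARE_Fluc cells in 5% FBS OPTI-MEM were exposed to compounds in concentration-response for 18-24 h at 37 deg C. Viability was read by CellTiter-Fluor fluorescence (Ex 405/Em 525) after 30 min, before the luciferase read.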
Nrf2 inh: blocks Nrf2 signaling; actives 2.1% (n = 360,000); Potency, µM (titrated, usually from 46 µM), without a hit: at the highest dose activity change, negative = inhibition, actives largely listed as inhibitors; A549 ARE-Fluc reporter, luciferase luminescence, 18-24 h; note: potency is the fitted concentration of half-maximal effect; % is set by controls: 0 for no effect and ±100 for the full control effect; nearly all actives have a fitted effect of over 60% in size
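Nrf2 function is reported as luminescence of an ARE-controlled luciferase in A549 cells. Compounds were tested at several concentrations, and a CellTiter-Fluor read on the same wells flagged cytotoxicity.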
IL-2 act: activators of IL-2; IL-2 activation reporter assay, cell-based qHTS; stimulated with anti-CD3/CD4/CD28 beads; in transgenic mouse T cells; activation, % (series mostly up to about 46 µM); actives 0.065% (n = 360,000); AID 652025; in the data active = activation above about 50%; inconclusive = mostly about 30% to 49%; note: 0% is about no effect
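EGFP and DsRed fluorescence is measured by plate cytometry in unstimulated transgenic mouse T cells exposed to compound for 60 minutes, then stimulated 18 hours at 37 degrees C with anti-CD3/anti-CD4 beads plus anti-CD28.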
HepG2 tox: kills HepG2 cells in TGF-b inhibitor counter-screen; HepG2 CAGA-GFP viability, ATP luminescence, 18 h; Potency, µM (doses to about 46.1 µM), inactives show at the highest dose activity change, negative = cytotoxicity, usual class: cytotoxic; actives 0.76% (n = 410,000); AID 588856; note: potency is the fitted concentration of half-maximal effect; some results filed as inactive show a strong effect at the top dose
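CellTiter-Glo luminescence gave cytotoxicity after 18 hours at 37 degrees C. The cells were HepG2 CAGA-GFP in 1% FBS DMEM, stimulated with 500 pg/mL TGF-beta after compound addition. %Activity was normalised to no-cell wells (complete cell-killing) and DMSO (no toxicity), and curves were fitted and classified.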
S2 tox: viability counter-screen for ATXN expression inhibitors. S2 cells (HEK-293 line with an ATXN2-luciferase reporter) viability, CellTiter-Fluor protease fluorescence, 24 h. Potency, µM (series often up to 56.7 µM), usual class: cytotoxic. actives 0.49% (n = 400,000). AID 651635; note: potency is the fitted concentration of half-maximal effect; nearly all actives have a fitted effect of over 40% in size
EPAC2 agonist: agonists of human EPAC2 (RAPGEF4); Q8WZA2; EPAC2 activation, biochemical qHTS; response scale: 100% = 6.5 mM cAMP response; Potency, µM (highest dose often 154 µM), inactives show at the top dose activation, actives largely listed as activators; actives 0.079% (n = 360,000); note: potency is the fitted concentration of half-maximal effect; nearly all actives have a fitted effect of over 50% in size
Target sequence (Q8WZA2 whole entry, looked up): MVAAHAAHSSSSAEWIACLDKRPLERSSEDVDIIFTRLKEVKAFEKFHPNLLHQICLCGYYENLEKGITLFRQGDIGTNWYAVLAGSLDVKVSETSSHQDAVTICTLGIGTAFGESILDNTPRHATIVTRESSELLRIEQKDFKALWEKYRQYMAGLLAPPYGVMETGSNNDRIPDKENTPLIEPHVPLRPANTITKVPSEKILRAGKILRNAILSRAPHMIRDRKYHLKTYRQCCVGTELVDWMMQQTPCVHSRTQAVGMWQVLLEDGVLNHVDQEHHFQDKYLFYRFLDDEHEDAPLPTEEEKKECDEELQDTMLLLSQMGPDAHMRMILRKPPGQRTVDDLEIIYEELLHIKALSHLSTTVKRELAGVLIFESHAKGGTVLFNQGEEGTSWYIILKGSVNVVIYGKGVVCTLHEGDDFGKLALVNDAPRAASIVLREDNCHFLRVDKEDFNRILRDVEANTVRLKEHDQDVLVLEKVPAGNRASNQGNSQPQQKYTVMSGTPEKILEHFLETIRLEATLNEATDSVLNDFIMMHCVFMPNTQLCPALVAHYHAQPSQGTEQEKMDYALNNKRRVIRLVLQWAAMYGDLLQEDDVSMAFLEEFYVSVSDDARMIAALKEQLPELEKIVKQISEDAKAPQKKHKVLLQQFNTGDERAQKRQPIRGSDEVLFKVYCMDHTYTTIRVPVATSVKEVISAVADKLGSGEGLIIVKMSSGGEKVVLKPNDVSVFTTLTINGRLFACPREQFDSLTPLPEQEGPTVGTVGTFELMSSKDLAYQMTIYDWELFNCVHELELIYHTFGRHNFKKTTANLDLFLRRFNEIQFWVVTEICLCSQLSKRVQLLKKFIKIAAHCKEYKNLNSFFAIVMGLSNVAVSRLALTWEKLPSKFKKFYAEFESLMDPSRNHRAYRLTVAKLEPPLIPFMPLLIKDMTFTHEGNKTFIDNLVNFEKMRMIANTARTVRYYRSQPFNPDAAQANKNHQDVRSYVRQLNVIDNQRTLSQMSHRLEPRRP
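Setup: EPAC2 100 nM, labeled Rap1B complex 250 nM, free GDP 50 uM. Compound titrations pinned in, brief spin, 5 min room temperature incubation. Kinetic fluorescence read over 30 min, normalized to 6.5 mM cAMP.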
Nrf2 activator: activators of Nrf2 (ARE) signaling; AREc32 ARE-luciferase reporter (MCF7-derived line), luminescence, 24 h; Potency, µM (titrated, usually from 46.1 µM), without a hit: at the top dose activation, usual class: activators; actives 0.31% (n = 410,000); note: potency is the fitted concentration of half-maximal effect; % of control where 0% means no effect; nearly all actives have a fitted effect of over 65% in size
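Each well held 1000 AREc32 cells, which were incubated with compound for 24 hr at 37 deg C after overnight attachment, and ARE reporter activity was quantified by firefly luciferase luminescence.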
TGFb SMAD3 inh: TGF-b pathway inhibition; actives 1.2% (n = 410,000); Potency, µM (titrated, usually from 46.1 µM), inactives show top-dose activity, negative = inhibition, actives largely listed as inhibitors; HepG2 CAGA-GFP TGF-b/SMAD3 reporter, GFP fluorescence, 18 h; TGF-beta stimulated, 500 pg/mL final; note: potency is the fitted concentration of half-maximal effect; % is set by controls: 0 for no effect and ±100 for the full control effect; nearly all actives have a fitted effect of over 65% in size
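Cell-based qHTS in HEPG2 carrying a CAGA-GFP Smad reporter; compounds added before 500 pg/mL final TGF-beta, 18 h incubation at 37 degrees C, GFP fluorescence quantified per cell by imaging cytometry.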
ATXN2 expr inh: inhibitors of ATXN2 expression; HEK-293 ATXN2-luciferase reporter, luminescence, 24 h; Potency, µM (top dose mostly 57 µM), without a hit: at the top dose activity change, negative = inhibition, most hits filed as inhibitors; actives 0.72% (n = 360,000); AID 1745845; note: potency is the fitted concentration of half-maximal effect; % is set by controls: 0 for no effect and ±100 for the full control effect; nearly all actives have a fitted effect of over 55% in size
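ATXN2-luciferase reporter cells (luciferase flanked by upstream and downstream ATXN2 gene portions) were treated 24 h at 37 °C with compounds at up to 57 uM. SteadyGlo luminescence gave expression; GF-AFC fluorescence gave viability.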
Starred values were filed as active, the others as inactive; i = inactive; ? = inconclusive; / = not tested or not shown; & = joins results of further samples; [ ] = remark or other dose. Unless noted, calls come from the whole dose curve; as a rule, active = well fitted curve in the direction sought with a large enough effect; inconclusive = small, poorly fitted or top-dose-only effect, or another doubt; inactive = no such curve, though single readings can be large; an effect the other way counts as inactive or inconclusive. No enrichment for hits; any-hit rate near 4.3%.

SMILES	A549 viability	Nrf2 inh	IL-2 act	HepG2 tox	S2 tox	EPAC2 agonist	Nrf2 activator	TGFb SMAD3 inh	ATXN2 expr inh
O=C(Cc1ccc(F)cc1)NC1CC(=O)N(c2ccc3c(c2)OCCO3)C1 (configuration not stated)	0%	/	/	1%	i	/	-0.8%	5%	1%
COc1ccccc1N1CCN(C(=O)CCCCCn2c(=O)[nH]c3ccsc3c2=O)CC1	1%	?	-0.2	-20%	i	2%	-0.2%	1%	1%
CC(=O)c1cc(-c2ccc(F)cc2)n(CC(=O)Nc2cc(C)cc(C)c2)c1C	-1%	/	/	-3%	/	/	-0.6%	0%	/
Cc1ccc(NC(=O)C2CCN(c3nnc(-n4cccc4)s3)CC2)cc1Cl	1%	13%	/	-20%	i	/	-0.4%	3%	11%
CCOC(=O)c1cnc(SCC(=O)Nc2ccccc2C(=O)OC)nc1N	-1%	?	-3.8	3%	i	4%	1.9%	-5%	-10%
NC(=O)Cn1c(=O)n(CCCCCC(=O)NCc2ccccc2Cl)c(=O)c2sccc21	-2%	4%	/	2%	/	/	0.6%	1%	/
CCCCN(CCCC)CCn1cnc2c([nH]c3ccc(OC)cc32)c1=O	3%&12%	-12%&19%	-3.1	-10%&-31%	?	5%	2.9%&-0.7%	-11%&11%	4%&13%
CCN(CC)S(=O)(=O)c1cc(NC(=O)[C@@H](NC(N)=O)C(C)C)ccc1C	1%	-7%	2.7	4%	i	3%	0.4%	4%	-16%
CCCC(=O)N/C(N)=N/c1nc(C)c2cc(C)ccc2n1	-20%	?	-0.7	-13%	?	3%	-0.3%	6%	0%
O=C1CCCCC1Nc1ccc(Br)cc1 (configuration not stated)	12%	1%	-0.3	-13%	i	13%	-0.2%	-4%	-2%
O=C(Nc1cccc(Cl)c1N1CCCCC1)c1ccc(N2CCOCC2)c([N+](=O)[O-])c1	0%	2%	-0.6	-1%	i	-2%	-0.5%	-5%	-10%
CN(C)/C=C(\C#N)C(=O)N/N=C/c1ccc(F)cc1	-1%	6%	3.7	0%	i	9%	0.4%	-9%	14%
CCN1CCc2c(sc(NC(=O)c3ccc(S(=O)(=O)N4CCCCCC4)cc3)c2C(=O)NC)C1	-9%	4%	0.1	-29%	i	-125%[inhibitor]	6.3%	25%	-7%
CCOc1ccccc1NC(=O)CN(c1cc(C)cc(C)c1)S(=O)(=O)c1c(C)nn(C)c1C	5%	-28%	/	-48%	?	/	5.0%	?	0%
O=C(COC(=O)c1cc(Cl)cc(Cl)c1)NCc1ccco1	9%	7%	0.4	11%	i	3%	0.8%	0%	/
CCCCOc1ccc(CNC(=O)Cc2ccc(NC(=O)N3CCCCc4ccccc43)cc2)cc1	-3%	-2%	/	-17%	?	/	-1.2%	?	?
Cc1cc(C)c(-c2n[nH]c3c2C(c2ccccc2F)N(CCO)C3=O)c(O)c1 (configuration not stated)	-11%	2%	/	-30%	i	/	3.9%	?	-3%
Nc1ccc(C23CC4CC(CC(C4)C2)C3)cc1	3%	4%	2.2	-1%	?	4%	0.3%	6%	-10%
COc1ccc(SCC(CC(C)C)N2CCN(CCc3ccccc3)CCC2=O)cc1 (configuration not stated)	-14%	-25%	/	0%	/	/	/	?	/
CC(=O)N/N=C(\C)CC(=O)NC(C)(C)C	0%	6%	0.3	-1%	i	7%	-0.3%	11%	-17%
CCN(CC)S(=O)(=O)c1ccc2c(c1)nc(CN(C)C(=O)Nc1ccc(C)c(Cl)c1)n2C	0%	/	/	2%	/	/	0.4%	-2%	/
Cc1cc(C)c(C(N)=O)c(SCC(=O)c2ccc(Cl)cc2)n1	7%	1%	-1.0	-33%	i	6%	5.0%	-3%	0%
CN(NC(=O)NN(C)C(=O)c1ccccc1)C(=O)c1ccccc1	6%	7%	-3.3	-13%	?	-2%	0.2%	0%	-2%
CC(=O)OC(C(=O)Nc1ccccc1)C(C)S(=O)(=O)c1ccccc1 (configuration not stated)	-10%	/	5.7	1%	i	-5%	6.2%	?	8%
COc1ccccc1-c1coc2c(CN(C)C)c(O)ccc2c1=O	0%	-9%	-2.0	-12%	?	6%	-0.4%	-12%	/

More results follow.
SMILES	A549 viability	Nrf2 inh	IL-2 act	HepG2 tox	S2 tox	EPAC2 agonist	Nrf2 activator	TGFb SMAD3 inh	ATXN2 expr inh
COc1ccc(N2CC(NC(=O)c3ccc(S(=O)(=O)N4CCOCC4)cc3)CC2=O)cc1OC (configuration not stated)	0%	/	/	-8%	i	/	0.4%	4%	1%
COc1ccccc1CNCc1cc(Br)ccc1OC	-7%	-11%	-2.1	-23%	i	7%	0.2%	?	-29%
Cn1c(N)c(C(=O)CSc2nc(C3CC3)n(-c3ccccc3)n2)c(=O)[nH]c1=O	2%	-8%	-0.1	11%	i	9%	-0.1%	1%	-15%
O=C(CCCC(=O)NCCc1ccccc1)NCCc1ccccc1	7%	7%	0.2	-2%	i	15%	-0.3%	2%	-2%
Cc1c[n+](CC(=O)c2ccccc2)cs1	12%	4%	2.3	8%	i	5%	0.3%	-6%	-11%
COc1ccc(/C=C2\SC(=S)N(c3cccnc3)C2=O)cc1	-4%	-3%	0.0	-3%	?	11%	-0.3%	-3%	/
Oc1[nH]c2ccccc2c1N=Nc1nncc2ccccc12	-15%	8%	-2.2	-36%	i	-5%	?	-17%	5%
Cc1cc(C(=O)CSc2nnnn2C)c(C)n1CCc1ccc(Cl)cc1	-6%	8%	-1.0	-6%	?	-17%	-0.5%	-12%	-6%
C=CCC(NCc1ccccc1)c1ccc(OC)cc1 (configuration not stated)	5%	13%	-0.6	-22%	i	4%	-0.4%	-10%	?
CN(C(=O)c1ccccc1)c1nc2ccccc2s1	1%	?	-0.6	-17%	i	3%	1.9%	1%	26%
CN1CCN(C(=O)/C=C/c2ccc(Cl)cc2)CC1	-7%	?	-1.0	3%	i	17%	-0.6%	9%	5%[11.3 µM]
COc1cc(NS(=O)(=O)c2ccc(N/C=C(\C#N)c3nc4ccccc4o3)cc2)nc(OC)n1	-7%	-26%	0.2	0%	i	-1%	?	0%	5%
COc1ccc(/C=N/NC(=S)Nc2ccccc2[N+](=O)[O-])cc1O	0%	-2%	-2.4	-26%	?	-2%	-1.5%	?	40%[activator]
CCCCN(C(=O)c1cc(S(=O)(=O)N2CCOCC2)ccc1Cl)c1c(N)n(CC(C)C)c(=O)[nH]c1=O	-6%	-4%	-0.6	-17%	i	2%	0.1%	0%	0%
CC(=O)c1ccc(NC(=O)C2CCC(CNS(=O)(=O)c3ccc4c(c3)CCCC(=O)N4)CC2)cc1 (configuration not stated)	3%	?	/	-21%	i	/	15%	1%	7%
CCc1ccc(C2C(C(=O)Nc3ccccc3OC)=C(C)Nc3nc(SCc4ccccc4)nn32)cc1 (configuration not stated)	1%	11%	/	-17%	i	/	0.3%	-15%	12%
COc1ccc(NC2CCCN(C(=O)c3cc(C)nc4cc(F)ccc34)C2)cc1 (configuration not stated)	-2%	0%	-2.5	-5%	i	3%	0.0%	2%	-3%
CCOC(=O)c1sc(NC(=S)NC(=O)c2ccccc2)c(C(=O)OCC)c1C	3%	3%	-0.2	-3%	?	-5%	-0.6%[9.22 µM]	?	-2%
Nc1nonc1-c1nc2ccccc2n1CC(=O)NC1CCCC1	-15%	?	-0.5	5%	i	11%	0.3%	-2%	-3%

Ordered by the number under TGFb SMAD3 inh (lowest first): some entries from above
Molecule	TGFb SMAD3 inh
CN(C)/C=C(\C#N)C(=O)N/N=C/c1ccc(F)cc1	-9%
Nc1ccc(C23CC4CC(CC(C4)C2)C3)cc1	6%
CC(=O)N/N=C(\C)CC(=O)NC(C)(C)C	11%

In another format: entries from further up
mol: COc1ccc(/C=N/NC(=S)Nc2ccccc2[N+](=O)[O-])cc1O
  A549 viability = 0%
  Nrf2 inh = -2%
  IL-2 act = -2.4
  HepG2 tox = -26%
  S2 tox = ?
  EPAC2 agonist = -2%
  Nrf2 activator = -1.5%
  TGFb SMAD3 inh = ?
  ATXN2 expr inh = 40%[activator]

mol: COc1ccccc1CNCc1cc(Br)ccc1OC
  A549 viability = -7%
  Nrf2 inh = -11%
  IL-2 act = -2.1
  HepG2 tox = -23%
  S2 tox = i
  EPAC2 agonist = 7%
  Nrf2 activator = 0.2%
  TGFb SMAD3 inh = ?
  ATXN2 expr inh = -29%

mol: C=CCC(NCc1ccccc1)c1ccc(OC)cc1 (configuration not stated)
  A549 viability = 5%
  Nrf2 inh = 13%
  IL-2 act = -0.6
  HepG2 tox = -22%
  S2 tox = i
  EPAC2 agonist = 4%
  Nrf2 activator = -0.4%
  TGFb SMAD3 inh = -10%
  ATXN2 expr inh = ?

mol: COc1ccc(N2CC(NC(=O)c3ccc(S(=O)(=O)N4CCOCC4)cc3)CC2=O)cc1OC (configuration not stated)
  A549 viability = 0%
  Nrf2 inh = /
  IL-2 act = /
  HepG2 tox = -8%
  S2 tox = i
  EPAC2 agonist = /
  Nrf2 activator = 0.4%
  TGFb SMAD3 inh = 4%
  ATXN2 expr inh = 1%
